MLL CXXC-DNA inh = MLL CXXC-DNA interaction inhibition | Q03164 | actives 0.037% (n = 290,000) | MLL-CXXC / FITC-HOXA9 DNA fluorescence polarization | Potency, µM (series often up to 115 µM), without a hit: top-dose activity change, negative = inhibition, actives largely listed as inhibitors; active = well fitted inhibition curve with a large enough effect in the polarisation, with a control signal flat, not every such curve was filed as active; inconclusive = small, poorly fitted or top-dose-only effect, or effect the other way, or a change in a side signal; inactive = no such curve, though single readings can be large or run the other way; the % refers to the polarisation; also: potency is read from the fitted curve at half-maximal effect
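Steps: dispense CXXC domain solution (7 uM) → pin compounds or unlabeled HOX-A9 DNA control → 5 min ambient → add FLSN-HOX-A9 solution (50 nM) → spin → 30 min ambient → fluorescence polarization. Tris pH 7.5/NaCl/DTT/BSA buffer.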
TSHR antag = human thyrotropin receptor antagonism. P16473. actives 0.2% (n = 330,000). activity change, negative = inhibition, % at 11.5 µM. TSHR-expressing cells, TSH-stimulated cAMP HTRF, 2 h; stronger effect = lower value;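 active = activity change below a set negative limit, meaning inhibition stronger than a set level, cut at about -70% in these data; inconclusive = activity change between two set negative limits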; also: % is scaled to controls: 0 for no effect and ±100 for the full control effect
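Read-out is FRET at 665 nm (cryptate excitation 337 nm) from a cryptate-tagged anti-cAMP antibody, competed by cell cAMP against cAMP-d2. Compounds are tested on freshly harvested TSHR cells challenged with 4nM TSH (EC80) for 2 hours at 37 deg C.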
Chronic BCR inh = chronic active BCR signaling inhibition; Potency, µM (top dose mostly 46.1 µM), inactives show at the top dose ratio change, negative = lower green/red ratio, hits mostly inhibitors; actives 0.05% (n = 340,000); ABC-DLBCL IkBa-CBG/CBR reporter, luminescence ratio, 4 h; AID 493014; active = well fitted inhibition curve with a large enough effect in the signal ratio, with a control signal flat, not every such curve was filed as active; inconclusive = small, poorly fitted or top-dose-only effect, or effect the other way, or a change in a side signal; the % refers to the signal ratio;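 also: potency is read from the fitted curve at half-maximal effect; plate controls were basal doxycycline-induced cells for no effect and cells given 10 µM MG132 for full effect; MG132 reads +100%, hits lower the ratio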
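Compounds up to 46 uM were incubated four hours with TMD8 cells whose green CBG68 luciferase is fused to IkappaBalpha; red CBR luminescence normalised the signal, and concentration-effect curves were fitted to fusion, red and ratio data.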
hERG WT inh = KCNH2 (human, wildtype) channel inhibition. Q12809. U2OS, BacMam KCNH2, thallium flux FluxOr; stronger effect = lower value. activity change, % at 1.84 µM. actives 0.37% (n = 340,000);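 active = maximum activity change below -70%; inconclusive = maximum activity change between -70% and -50%; inactive = maximum activity change above -50%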; also: % is scaled to controls: 0 for no effect and ±100 for the full control effect
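U2OS cells were transduced with wild-type KCNH2 virus (2.03 x 10^8 / mL) for 4 h at room temperature, then cultured overnight at 37 C. Thallium flux was read with FluxOr dye. Rate constants were normalized to DMSO controls.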
Coupling enz = coupling enzyme interference in Giardia aldolase counter-screen; activity change, negative = inhibition, % at 58.2 µM, hits read low; coupling enzyme system counterscreen, AmpLite Red fluorescence; actives 0.67% (n = 290,000); in the data active = activity change below about -30%; also: % is scaled to controls: 0 for no effect and ±100 for the full control effect
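Compounds tested against the coupling enzymes alone at 57.5 uM final; readout was AmpLite Red fluorescence (525/598 nm) after 20 min at RT.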
GALK inh = galactokinase (human) inhibition; actives 0.007% (n = 270,000); Purified GALK, Kinase-Glo residual ATP luminescence; P51570; Potency, µM (series often up to 57.5 µM), for inactives: at the highest dose activity change, negative = inhibition, actives largely listed as inhibitors; AID 1868; also: potency is read from the fitted curve at half-maximal effect; % is scaled to controls: 0 for no effect and ±100 for the full control effect
Target sequence (P51570 whole entry, looked up): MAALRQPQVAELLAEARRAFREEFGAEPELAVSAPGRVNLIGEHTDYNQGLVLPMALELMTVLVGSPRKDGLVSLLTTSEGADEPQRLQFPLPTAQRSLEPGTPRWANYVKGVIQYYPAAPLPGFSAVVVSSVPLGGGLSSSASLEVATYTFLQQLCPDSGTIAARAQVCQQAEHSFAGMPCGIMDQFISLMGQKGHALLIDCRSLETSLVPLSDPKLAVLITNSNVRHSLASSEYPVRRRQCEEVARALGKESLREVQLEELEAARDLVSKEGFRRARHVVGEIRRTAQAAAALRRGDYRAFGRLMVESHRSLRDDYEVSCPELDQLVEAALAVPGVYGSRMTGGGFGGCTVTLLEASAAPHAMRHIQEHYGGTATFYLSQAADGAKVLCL
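Galactose (100 uM) and ATP (35 uM) were turned over by 5 nM GALK for 1 h at RT. Kinase-Glo Plus then converted the remaining ATP into a luminescent signal.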
Tb PFK block = inhibitors of T. brucei phosphofructokinase; O15648; T. brucei PFK, ADP-Glo luminescence; Potency, µM (doses to about 57.5 µM), for the others: at the top dose activity, negative = inhibition, hits mostly inhibitors; actives 0.17% (n = 330,000); AID 485367;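 also: potency is read from the fitted curve at half-maximal effect; 0% = uninhibited 1x PFK enzyme wells and -100% = no-enzyme wells; nearly all actives have a fitted effect of over 60% in size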
Target sequence (O15648 whole entry, looked up): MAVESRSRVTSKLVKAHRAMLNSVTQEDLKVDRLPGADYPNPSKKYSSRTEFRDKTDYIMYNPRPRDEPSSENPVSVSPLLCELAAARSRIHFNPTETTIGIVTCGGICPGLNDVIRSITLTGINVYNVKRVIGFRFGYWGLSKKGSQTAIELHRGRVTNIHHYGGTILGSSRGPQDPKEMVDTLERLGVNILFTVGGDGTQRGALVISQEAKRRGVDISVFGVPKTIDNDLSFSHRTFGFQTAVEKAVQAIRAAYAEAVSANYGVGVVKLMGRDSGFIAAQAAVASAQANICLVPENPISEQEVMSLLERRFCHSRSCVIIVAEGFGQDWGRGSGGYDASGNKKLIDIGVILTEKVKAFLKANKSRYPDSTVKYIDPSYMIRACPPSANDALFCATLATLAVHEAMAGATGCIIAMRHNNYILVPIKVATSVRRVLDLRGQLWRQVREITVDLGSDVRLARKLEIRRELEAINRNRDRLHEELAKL
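ADP-Glo luminescence quantified ADP after 45 min at room temperature, with 1.25 nM T. brucei PFK, 0.1 mM ATP and 0.5 mM fructose-6-phosphate in pH 8.0 TEA buffer. qHTS titrations up to 57 µM; curves classified by quality.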
Giardia killer = kills Giardia lamblia; actives 0.15% (n = 340,000); Giardia lamblia trophozoite viability; activity change, % at 7.66 µM, hits read low; AID 540267; in the data active = activity change below about -80%; inconclusive = between about -30% and that limit;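 also: parasites exposed to compound for two days anaerobically before the ATP read; % is scaled to controls: 0 for no effect and ±100 for the full control effect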
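Luminescent ATP signal served as the viability read-out, measured 15-30 min after adding ATP detection reagent to trophozoites that had been incubated with compounds for 48 hrs at 37 deg C anaerobically at 100 cells/well.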
TCR act = activators of T cell receptors. 330,000 tested, under 10 active. Potency, µM (top dose mostly 9.22 µM), for inactives: top-dose activation of IL-2 secretion, actives largely listed as activators. primary human leukocytes, anti-CD3, IL-2 HTRF, 48 h. AID 504894; also: % of control where 0% means no effect
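IL-2 release read by HTRF sandwich (Eu cryptate donor, d2 acceptor, 665 nm emission) after 48 hr exposure of primary human leukocytes to compound together with anti-CD3 beads in the absence of co-stimulatory signals.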
AT treatment = potential ataxia-telangiectasia treatments restoring KAP-1 phosphorylation; […] A-T fibroblasts, KAP-1 phosphorylation AlphaLISA; neocarzinostatin DNA damage 30 min before lysis; Potency, µM (series often up to 57.5 µM), for the others: at the highest dose activation, usual class: activators; actives 0.19% (n = 320,000); AID 485349; also: potency is read from the fitted curve at half-maximal effect; % of control where 0% means no effect; nearly all actives have a fitted effect of over 45% in size
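ATM-like activity read as KAP-1 phosphorylation via AlphaLISA donor/acceptor antibody pairs after lysis and 6 hr at 25C. Cells were ATM-null patient fibroblasts ([…], hTERT), dosed 60 min, then exposed to the DSB inducer NCS for 30 min.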
* marks the source's active call; other numbers are inactive results; u = inconclusive; x = not tested or not shown; & = joins results of further samples; [ ] = dose if it differs, or a comment. Unless noted, calls follow the shape of the dose curve; as a rule, active = well fitted curve in the direction sought with a large enough effect; inconclusive = small, poorly fitted or top-dose-only effect, or another doubt; inactive = no such curve, though single readings can be large; an effect the other way counts as inactive or inconclusive. Outcome played no part in choosing rows. Share with any hit: about 1.6%.

mol | MLL CXXC-DNA inh | TSHR antag | Chronic BCR inh | hERG WT inh | Coupling enz | GALK inh | Tb PFK block | Giardia killer | TCR act | AT treatment
O=C(CNC(=S)N(CCCN1CCOCC1)Cc1cccs1)NC1CCCC1 | 2% | -3 | -3% | 12 | -3 | 2% | -2% | 7 | 1% | -6%
COc1ccc(-n2c(CN3CCN(C)CC3)nc3ccc([N+](=O)[O-])cc3c2=O)c(OC)c1 | 16% | -2 | 0% | 3 | -1 | 4% | -3% | 20 | 0% | -4%
Cc1c(C(=O)NC(c2ccccn2)C(F)(F)F)oc2c(F)cccc12 (stereo not drawn) | 0% | 5 | -2% | -3 | -5 | 7% | 1% | -3 | 3% | 3%
Cc1cccc(Cn2c(SCCN3CCCCC3)nc3c2c(=O)[nH]c(=O)n3C)c1 | -10% | 19 | -1% | -34 | 4 | -1% | 3% | -4 | 7% | 57%
CC(=O)Nc1ccc2nc(SCC(=O)O)sc2c1 | -4% | 20 | 0% | 0 | 1 | 3% | -2% | 6 | -2% | 4%
COc1ccccc1Cn1nc(C(=O)O)c2ccccc2c1=O | 4% | 19 | -16% | 12 | -1 | 8% | -8% | -14 | -3% | 4%
Cc1ccc2c(c1)c(N=Nc1ccc([N+](=O)[O-])cc1)c(O)n2C | 23% | 22 | 5% | -4 | 1 | x | -21% | -6 | -5% | 13%
CCN(CC)C(=O)CN(c1cccc(OC)c1)S(=O)(=O)c1ccc(C)cc1 | 8% | 10 | u | 3 | 6 | -3% | 0% | -17 | -1% | -4%
CCOC(=O)c1c(NC(=O)C2C3CCC(O3)C2C(=O)O)sc(C)c1-c1ccc(C)cc1 (stereo not drawn) | -19% | -7 | -1% | 1 | 14 | 2% | 1% | 0 | -2% | -2%
CC1S/C(=N/N=C/c2ccco2)N(Cc2ccccc2)C1=O (stereo not drawn) | -1% | 24 | 10% | -4 | 1 | x | -12% | -8 | 6% | 0%
Cc1nc(C(=O)Nc2ccc(Cl)cc2)nn1-c1ccc([N+](=O)[O-])cc1 | 2% | -5 | -1% | -17 | -1 | -2% | 0% | 5 | -1% | 2%
CCOC(=O)c1nc(-c2ccccc2)oc1N(C)C | -1% | -6 | 0% | 11 | -5 | -5% | -1% | 5 | -7% | 1%
CCC(C)Cn1c(C(C)O)nc2ccccc21 (stereo not drawn) | 5% | 2 | 13% | -5 | -1 | 2% | -3% | -3 | -4% | 5%
COc1ccc(OC)c(NS(=O)(=O)c2ccc3c(c2)C(C)(C)C(=O)N3C)c1 | x | -14 | 17% | 3 | -4 | x | 0% | 14 | -8% | 7%
COc1cc(C(=O)N(C)CC2CCN(CCc3cccc(C(F)(F)F)c3)CC2)ccc1C | u | 9 | 5% | -2 | 0 | 0% | 2% | 1 | 3% | -7%
COc1ccc(N=C2SCC(=O)N2c2ccc(OC)cc2)cc1 | -14% | 4 | -15% | -2 | 5 | 1% | 2% | -5 | 2% | 2%
COc1ccc(NC(=O)/C(=C\c2ccncc2)NC(=O)c2ccccc2)cc1 | -2% | 4 | u | -2 | 1 | 11% | 0% | 3 | 7% | -3%
CCN(C(=O)CSc1nc(N)cc(=O)[nH]1)c1c(N)n(Cc2ccccc2)c(=O)[nH]c1=O | x | -10 | -2% | 5 | x | x | 0% | 10 | x | 1%
O=C(CSc1nnc(Cn2c(=O)sc3ccccc32)n1-c1ccccc1)N1CCOCC1 | -15% | 2 | u | -4 | -2 | -3% | -6% | 9 | -3% | 4%
CC(=O)c1sc(NCc2ccc(C)cc2)nc1C | 10% | 1 | 3% | -6 | -2 | -3% | 6% | 18 | -13% | 11%

Filtered by structure, those above containing a CF3 group.
mol | MLL CXXC-DNA inh | TSHR antag | Chronic BCR inh | hERG WT inh | Coupling enz | GALK inh | Tb PFK block | Giardia killer | TCR act | AT treatment
Cc1c(C(=O)NC(c2ccccn2)C(F)(F)F)oc2c(F)cccc12 (stereo not drawn) | 0% | 5 | -2% | -3 | -5 | 7% | 1% | -3 | 3% | 3%
COc1cc(C(=O)N(C)CC2CCN(CCc3cccc(C(F)(F)F)c3)CC2)ccc1C | u | 9 | 5% | -2 | 0 | 0% | 2% | 1 | 3% | -7%

Remaining list, next part.
mol | MLL CXXC-DNA inh | TSHR antag | Chronic BCR inh | hERG WT inh | Coupling enz | GALK inh | Tb PFK block | Giardia killer | TCR act | AT treatment
COc1ccc(/C=C(/NC(=O)c2cccs2)C(=O)NCc2ccco2)cc1OC | 6% | 22 | -6% | 2 | 7 | 0% | 3% | 11 | 4% | 10%
S=C(Nc1ccc2nc(-c3ccccn3)c(-c3ccccn3)nc2c1)N1CCCCCC1 | 6% | -9 | -1% | -13 | -28 | -2% | -1% | -13 | 6% | 2%
[N-]=[N+]=CC(=O)CCCN1C(=O)c2ccccc2C1=O | -3% | -2 | u | -4 | -2 | 6% | -3% | -9 | x | 1%
CCC(=O)NC(Nc1cccc(C)n1)(C(F)(F)F)C(F)(F)F | -3% | 4 | u | 7 | 3 | -3% | -8% | -1 | -7% | 4%
O=S(=O)(c1ccc(OCC(O)CNC23CC4CC(CC(C4)C2)C3)c(Cl)c1)N1CCOCC1 (stereo not drawn) | -2% | 20 | 4% | 3 | 1 | -3% | 3% | 24 | -2% | -3%
Cc1c(-c2ccccc2)oc2c(C(=O)OCC(=O)Nc3cccc(F)c3)cccc2c1=O | -1% | 4 | 2% | 2 | 2 | 1% | 0% | u | 9%[46.1 µM] | 12%
Cc1cccc(C(=O)Nc2ccc(N3CCN(C(=O)c4ccco4)CC3)cc2)c1 | 2% | -13 | -8% | -3 | 0 | -5% | 2% | -15 | 5% | 1%
COc1cccc(N2CC(C(=O)Nc3ccc(C(=O)OC(C)C)cc3)CC2=O)c1 (stereo not drawn) | 2% | 22 | u | -1 | 0 | 2% | 0% | 3 | 4% | 9%
CCCN(CC(=O)Nc1cccc(S(N)(=O)=O)c1)CC(=O)Nc1ccc(F)c(F)c1F | -2% | -2 | u | 2 | -7 | -1% | 0% | -3 | -2% | 12%
CCOc1ccc(C(=O)Nc2nnc(NC(=S)Nc3ccccc3)s2)cc1 | -18% | -4 | -12% | -1 | 2 | -1% | -2% | -28 | x | 1%
Cc1ccn2cc(-c3cccc([N+](=O)[O-])c3)nc2c1 | 11% | -4 | u | -3 | -20 | 4% | 0% | 5 | 1% | 8%
C=CCNC(=S)N/N=C/c1ccc(-c2cc(Cl)ccc2Cl)o1 | 8% | 18 | u | 1 | -3 | 1% | 2% | 5 | 5% | -3%
O=C(O)c1ccccc1C(=O)c1ccc(Br)s1 | u | -10 | 3% | 0 | 5 | 1% | 0% | -19 | 9% | 2%
CCOC(=O)c1c(NC(=O)C2CCN(S(=O)(=O)c3cccs3)CC2)sc(C)c1C | 22% | -17 | 1% | 2 | -2 | 0% | 0% | 1 | 1% | 5%
CC(C)Cn1cnc2c1c(=O)n(CC(=O)NN)c(=O)n2Cc1ccccc1 | 5% | -4 | -5% | -5 | -4 | -1% | 3% | -7 | 3% | -5%
Cn1c(=O)n(CC(=O)O)c(=O)c2c1nc1n2CCS1 | -1%&0% | 3&-4 | 2%&-4% | 6&-7 | 1&2 | -2%&0% | 1%&0% | -12&-11 | 0%&9% | -1%&0%
O=C(Cn1[nH]c(=O)c2ccccc2c1=O)OCC(=O)N(Cc1ccccc1)Cc1ccccc1 | 19% | 4 | -12% | -2 | 3 | -1% | 3% | 4 | 4% | -7%
Cc1ccc(NS(=O)(=O)c2ccc(C(=O)OCC(=O)Nc3cc(C)on3)cc2)cc1 | 7% | -4 | -4% | x | 1 | 3% | -3% | -16 | -3% | 2%
CC1S/C(=N/N=C/c2ccco2)N(Cc2ccc(F)cc2)C1=O (stereo not drawn) | 8% | 0 | 11% | 1 | -4 | -1% | 4% | -2 | 4% | 3%
COCCNC(=S)NC12CC3CC(CC(C3)C1)C2 | -7% | 0 | -8% | 0 | 0 | -1% | -2% | 2 | 1% | 3%
Cc1ccccc1C1c2[nH]c3ccccc3c2C[C@H]2C(=O)N(c3ccccc3C(=O)NCCN3CCOCC3)C(=O)N12 (stereo partly drawn) | -4% | -8 | u | 3 | 1 | x | 0% | u | -4% | -3%

3 compounds from above, sorted by heavy-atom count, low to high.
mol | MLL CXXC-DNA inh | TSHR antag | Chronic BCR inh | hERG WT inh | Coupling enz | GALK inh | Tb PFK block | Giardia killer | TCR act | AT treatment
CCC(=O)NC(Nc1cccc(C)n1)(C(F)(F)F)C(F)(F)F | -3% | 4 | u | 7 | 3 | -3% | -8% | -1 | -7% | 4%
COc1cccc(N2CC(C(=O)Nc3ccc(C(=O)OC(C)C)cc3)CC2=O)c1 (stereo not drawn) | 2% | 22 | u | -1 | 0 | 2% | 0% | 3 | 4% | 9%
Cc1ccc(NS(=O)(=O)c2ccc(C(=O)OCC(=O)Nc3cc(C)on3)cc2)cc1 | 7% | -4 | -4% | x | 1 | 3% | -3% | -16 | -3% | 2%

Source: PubChem (National Center for Advancing Translational Sciences (NCATS))
